MC4R antag cAMP = MC4R antagonists of cAMP signaling, primary screen, cell-based, TR-FRET, antagonist arm of biased-ligand search; Melanocortin receptor 4 (Homo sapiens), P32245; inhibition, % at 6.5 µM; MC4R-expressing cells, MTII-stimulated cAMP, LANCE TR-FRET; 360,000 compounds, 0.48% hits;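 active means inhibition above its plate's cutoff, the mean of tested wells on that plate plus 3 SD, cut at about 29% in these data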;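 further: 0% = Melanotan II alone and 100% = Melanotan II plus saturating MCL0020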
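Material – human MC4R-expressing U2OS cells · Repeats – no replicates · Detection – TR-FRET with Eu-cAMP and labeled anti-cAMP, 671 nm · Times – compound 30 min, challenge 1 h, detection 1 h · Compound – single nominal compound dose of 6.5 µM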
TLR9-MyD88 inh = inhibitors of TLR9-MyD88 association in cells, primary screen, cell-based, CHO, BLA complementation, fluorescence. Toll-like receptor 9 (Homo sapiens) + Myeloid differentiation primary response protein …. CCF4 FRET ratio. inhibition, % at 4.98 µM. 340,000 compounds, 0.21% hits. AID 504734, 2011;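 active means inhibition above the mean over all tested compounds plus 3 SD, cut at about 21% in these data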;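 further: 0% = DMSO only wells and 100% = clavulanate BLA inhibitor control wells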
N-glyco inh = increase of ERlucT glycosylation luciferase signal, primary screen, N-linked glycosylation inhibitor project, D54 ERlucT cells, luminescence, set 2; D54 ERlucT glycosylation luciferase reporter, 24 h; percent of 100 nM tunicamycin response; reporter increase, % at 12.5 µM; 360,000 compounds, 0.23% hits;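 active means mean luciferase reporter signal, scaled so untreated is 0 and the glycosylation-blocking control 100, at or above a set limit in every replicate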;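 further: luciferase carries N-glycosylation sites so blocking glycosylation raises the light; 0% = median of neutral control wells and 100% = median of 100 nM tunicamycin wells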
ABCB6 inh 2 = ABCB6 transporter inhibitors, primary screen, K562-ABCB6 cells, flow cytometry, MLPCN library | AID 602162, 2011 | 360,000 compounds, 0.19% hits | K562-ABCB6 porphyrin accumulation, 1 h; active compounds read low | fluorescence ratio to DMSO, % at 10 µM;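 active means fluorescence ratio to DMSO below 75%, the collection mean minus 3 SD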;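 further: signal is porphyrin accumulated inside mitochondria; 100% equals median channel fluorescence of DMSO control wells; lower ratio means ABCB6 inhibition with less porphyrin fluorescence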
Granule exo inh = LAMP-1 surface exposure blockers, TALL-104 cells – cell-based, flow cytometry, MLPCN library, primary screen. TALL-104 LAMP-1 surface exposure; cells stimulated with thapsigargin and PMA. inhibition, % at 10 µM. 360,000 compounds, 0.66% hits. AID 651702, 2012;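 active means inhibition above about 55%, limit read from the data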
Vif inh = HIV Vif self-association inhibitors, primary screen, imaging, HEK293T, single point; AID 602346, 2012; HEK293T cells, Vif self-association by quenched fluorescence, 24 h; 340,000 compounds, 0.35% hits; inhibition, % at 7.49 µM; in the data active means inhibition above about 50%, passing the limit was not always enough; further: some results filed as inactive read as strong as hits
ABHD5 PLIN5 PPI = ABHD5-PLIN5 interaction inhibitors, primary screen, cell lysate, split luciferase complementation, luminescence; inhibition, % at 4 µM; Perilipin-5 (Homo sapiens) + 1-acylglycerol-3-phosphate O-acyltransferase ABHD5 (Homo …; Split G. princeps luciferase complementation, 4 h; 360,000 compounds, 0.78% hits;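 active means inhibition above the mean inhibition across every tested compound plus 3 SD, cut at about 22% in these data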;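 further: 0% = DMSO only wells and the 100% control is not disclosed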
Target sequence (Q00G26 whole entry, looked up): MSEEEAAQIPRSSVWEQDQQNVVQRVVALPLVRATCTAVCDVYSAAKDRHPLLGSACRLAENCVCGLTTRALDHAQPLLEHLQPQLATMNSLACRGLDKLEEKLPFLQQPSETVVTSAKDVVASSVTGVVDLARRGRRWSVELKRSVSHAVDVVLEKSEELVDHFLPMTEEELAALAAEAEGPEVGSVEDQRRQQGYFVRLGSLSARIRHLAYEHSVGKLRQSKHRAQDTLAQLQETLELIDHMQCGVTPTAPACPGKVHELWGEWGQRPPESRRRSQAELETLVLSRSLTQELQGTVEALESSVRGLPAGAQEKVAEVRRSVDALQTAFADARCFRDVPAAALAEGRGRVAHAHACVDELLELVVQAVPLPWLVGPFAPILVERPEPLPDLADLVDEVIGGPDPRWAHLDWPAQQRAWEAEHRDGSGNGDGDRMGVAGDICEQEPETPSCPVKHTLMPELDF
Target sequence (Q8WTS1 whole entry, looked up): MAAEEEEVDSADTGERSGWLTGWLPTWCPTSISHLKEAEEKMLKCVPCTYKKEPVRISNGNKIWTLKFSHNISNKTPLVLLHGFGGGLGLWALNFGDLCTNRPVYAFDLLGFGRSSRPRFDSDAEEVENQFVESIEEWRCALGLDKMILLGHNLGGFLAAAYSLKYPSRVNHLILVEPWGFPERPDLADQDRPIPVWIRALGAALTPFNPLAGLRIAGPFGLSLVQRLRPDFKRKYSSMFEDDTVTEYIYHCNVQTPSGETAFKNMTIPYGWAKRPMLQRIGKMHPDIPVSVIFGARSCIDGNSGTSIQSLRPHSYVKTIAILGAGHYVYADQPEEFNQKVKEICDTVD
NOD2 RIPK2 PPI = NOD2-RIPK2 binding disruptors in cells, primary screen, fluorescence, CHO cells, BLA complementation; inhibition, % at 4.98 µM; CCF4 ratio; AID 624267, 2012; 360,000 compounds, 0.38% hits; Receptor-interacting serine/threonine-protein kinase 2 (Homo sapiens), O43353; in the data active means inhibition above about 21%;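 further: 0% = vehicle only and 100% = reference blocker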
aDG glyco up = activators of alpha-DG glycosylation, primary screen, uHTS, Pro5-aDG cells, AlphaScreen. 360,000 compounds, 0.22% hits. AID 624168, 2012. activation, % at 10 µM. alpha-DG glycosylation AlphaScreen (IIH6); 0% Pro5, 100% B10-LARGE cell signal;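 active means activation of at least 8% versus controls, or a plate z-score of at least 8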;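 further: Pro5 are CHO cells carrying HIG-tagged alpha-DG that lacks glycosylation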
MC4R barr agon = MC4R agonists recruiting beta-arrestin, primary screen, cell-based, luminescence, agonist arm of biased-ligand search; activation, % at 8.9 µM; 360,000 compounds, 0.98% hits; Melanocortin receptor 4 (Homo sapiens), P32245; AID 540308, 2011; U2OS MC4R beta-arrestin complementation; percent of melanotan II response, DMSO zero;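 active means activation above a per-plate cutoff, the mean activation of sample wells on that plate plus 3 SD, cut at about 8% in these data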
The depositor's hits bear a star; nt = not tested or not shown.

SMILES	MC4R antag cAMP	TLR9-MyD88 inh	N-glyco inh	ABCB6 inh 2	Granule exo inh	Vif inh	ABHD5 PLIN5 PPI	NOD2 RIPK2 PPI	aDG glyco up	MC4R barr agon
CCOC(=O)C1(Cc2ccccc2C)CCCN(C(=O)c2ccc(COC)o2)C1 (stereo unspecified)	10.2	4.6	-0.5	97.0	-0.9	-9.8	7.4	-9.7	0.0	0.0
CN(C)S(=O)(=O)c1ccc(C(=O)OCCc2ccccc2)cc1	15.8	-0.3	-2.1	96.0	-6.1	-3.0	8.0	3.8	-0.2	1.5
Cc1ccc(-c2csc3ncn(CC(=O)N4CCOCC4)c(=O)c23)cc1	13.8	0.9	-1.1	87.0	0.4	-2.6	-0.9	-7.8	-0.3	-1.2
c1ccc(COc2cccc(-c3cc4nc(NCCOc5ccccc5)ccn4n3)c2)cc1	12.2	nt	-2.3	96.0	17.1	-9.0	-1.5	-2.2	1.4	-0.9
Cc1ccc(S(=O)(=O)NC(=O)Nc2cc(C)on2)cc1	6.5	-0.2	2.3	104.0	-4.0	-5.8	5.5	-4.1	0.8	0.4
CN(C)c1ccc(C(=O)OCC(=O)Nc2ccc(N3CCOCC3)cc2)cc1	9.6	2.6	-1.3	94.0	4.6	-4.9	-8.9	-11.6	-0.1	-0.4
COc1ccc(-n2c(COc3cccc(C)c3)n[nH]c2=S)cc1	5.8	11.4	3.6	102.0	-0.3	-2.2	-4.2	5.3	-0.1	-1.9
CCOc1ccccc1OCCCC(=O)OCC(=O)Nc1cccc(Cl)c1	4.2	-9.9	1.9	101.0	-2.6	-1.9	0.3	-2.3	-0.2	2.7
COc1cc(OC)c2c(-c3ccccc3)cc(=O)oc2c1C(CCN1CCOCC1)c1ccc2c(c1)OCO2 (stereo unspecified)	7.1	-0.5	-7.8	95.0	7.5	-5.8	13.5	-2.6	0.0	-2.4
CC(C)(C)c1cc(CSC(=S)NC2CCS(=O)(=O)C2)c(Br)c(C(C)(C)C)c1 (stereo unspecified)	7.9	-6.8	1.7	99.0	-3.9	-0.5	-2.3	-0.5	0.0	-2.4
O=C(NOC(=O)c1c(F)cccc1Cl)c1ccc(Cl)c(Cl)c1	-0.2	8.4	0.0	96.0	-9.5	-6.4	6.2	-0.5	-0.2	-2.2
COc1ccc2c(c1)C(C)(Cc1ccc(C(=O)c3ccccc3)cc1)C(=O)N2 (stereo unspecified)	7.0	nt	-4.0	96.0	-6.9	-4.8	4.3	0.1	-0.3	-0.5

Next part (three carried over from the part before).
SMILES	MC4R antag cAMP	TLR9-MyD88 inh	N-glyco inh	ABCB6 inh 2	Granule exo inh	Vif inh	ABHD5 PLIN5 PPI	NOD2 RIPK2 PPI	aDG glyco up	MC4R barr agon
CC(C)(C)c1cc(CSC(=S)NC2CCS(=O)(=O)C2)c(Br)c(C(C)(C)C)c1 (stereo unspecified)	7.9	-6.8	1.7	99.0	-3.9	-0.5	-2.3	-0.5	0.0	-2.4
O=C(NOC(=O)c1c(F)cccc1Cl)c1ccc(Cl)c(Cl)c1	-0.2	8.4	0.0	96.0	-9.5	-6.4	6.2	-0.5	-0.2	-2.2
COc1ccc2c(c1)C(C)(Cc1ccc(C(=O)c3ccccc3)cc1)C(=O)N2 (stereo unspecified)	7.0	nt	-4.0	96.0	-6.9	-4.8	4.3	0.1	-0.3	-0.5
O=C(COc1ccccc1)N1CCN(S(=O)(=O)c2cccs2)CC1	7.5	-9.4	-1.4	93.0	-2.0	nt	9.4	-9.5	-0.1	1.1
Cc1ccc(NC(=O)CSc2nnc(-c3ccccn3)n2C)cc1	3.6	8.5	1.6	99.0	-4.7	-2.9	4.0	-8.3	0.0	-0.9
COc1ccc(CNS(=O)(=O)NCc2ccc(OC)c(OC)c2)cc1OC	9.3	1.6	1.1	104.0	4.0	-3.3	-2.0	-2.5	0.2	-2.5
Cc1csc(=O)n1CC(=O)OCc1cccc2ccccc12	-8.8	-1.6	-0.1	101.0	-0.8	8.6	-3.8	-5.6	3.5	-1.7
O=c1cc(N2CCC(Cc3ccccc3)CC2)[nH]c(=O)n1C1CCCCC1	4.3	-2.4	-0.3	108.0	-1.3	-19.3	-2.4	-7.2	2.6	0.1
O=C(NCCO)c1c(-c2ccc3c(c2)OCO3)noc1-c1ccsc1	6.5	4.4	3.2	103.0	-13.6	nt	9.7	3.6	-0.1	0.5
O=C(NCc1nc2ncc(Br)cc2[nH]1)c1ccccc1	8.7	-55.8	-1.1	99.0	-0.1	14.8	-3.3	-13.6	0.0	-1.4
Cc1ccc(S(=O)(=O)NC(N)=NCCc2ccccc2)cc1C	-3.1	-7.5	1.6	98.0	0.7	8.5	-2.0	-22.6	0.2	2.1
CCN(CC)S(=O)(=O)c1ccc(NC(=O)COC(=O)CCc2cc(OC)c(OC)c(OC)c2)cc1	8.0	1.6	4.1	99.0	-1.7	4.8	-4.0	-14.8	-0.2	1.7
COC(=O)c1ccc(NC(=O)Cn2nc(SC)n(N)c2=S)cc1	-7.7	-3.7	1.6	99.0	-2.4	0.6	-4.2	-11.0	-0.3	-2.1
COc1ccc(N2CCN(C(=O)Cn3c(=O)[nH]c4ccsc4c3=O)CC2)cc1	1.1	-8.3	-2.8	98.0	-3.0	nt	-1.0	0.4	-0.1	0.4
O=C1c2ccccc2C(=O)N1Cc1nc2ccccc2c(=O)n1CCCn1ccnc1	5.5	8.6	-0.3	101.0	-0.7	-1.1	1.9	3.8	0.0	-2.1
CCc1nn(C)c2c(=O)c(=O)c2n(C)[nH]1	11.1	6.8	-0.4	99.0	0.0	-8.3	3.6	7.6	0.0	2.8
CCn1cc(C(=O)N[C@@H](CCSC)C(=O)NCCO)c(=O)c2cc3c(cc21)OCO3	8.3	-6.7	1.7	100.0	-13.1	-9.8	2.1	-9.6	-0.1	0.4
CC1(C)CC(=O)C2=C(C1)NC1=C(C(=O)c3ccccc31)C2c1cccnc1 (stereo unspecified)	10.2	2.2	0.0	100.0	-3.1	-5.9	6.6	-4.0	0.0	-0.6
CC(=O)c1sc(NC(=O)CN2C(=O)C3CC=CCC3C2=O)nc1-c1ccccc1 (stereo unspecified)	7.1	6.1	0.5	96.0	-2.7	7.6	3.9	-4.0	0.0	-1.2
O=C(CCN1C(=O)C2CCCCC2C1=O)Nc1nc(-c2ccccc2)cs1 (stereo unspecified)	12.5	-0.8	-0.4	95.0	-4.4	-0.2	-10.3	-11.1	0.0	1.2
CCNC(=O)C(=O)NCc1ccncc1	-0.6	-4.9	2.1	98.0	-3.2	3.6	2.8	-3.5	-0.3	-1.3
CCOC(=O)Cc1csc(NC(=O)C(C)(C)CC)n1	-0.9	0.7	-1.0	103.0	3.1	-1.7	-1.6	-5.9	-0.1	-0.4
N=c1sc2ccccc2n1-c1ccccc1	8.3	-8.4	-11.4	97.0	0.9	4.7	-4.9	1.6	0.2	1.5
CCOC(=O)C1(C)CCCN1C(=O)c1c(F)cccc1F (stereo unspecified)	3.4	nt	2.4	96.0	-3.5	-3.0	0.3	0.4	-0.1	-1.4
CC(=O)Nc1ccccc1C(=O)C(=O)Nc1cccc(C(=O)NCc2ccccc2)c1	14.6	9.2	-0.7	96.0	-10.5	-2.0	5.5	-7.5	-0.2	-1.9
CCOc1ccccc1-c1nc(CN2CCN(C(=O)c3ccco3)CC2)c(C)o1	14.4	-2.0	-0.5	92.0	-5.6	-2.9	-2.8	-11.5	0.1	-2.6
CCCCc1nnc(NC(=O)C2CC(=O)N(c3ccc4c(c3)OCCO4)C2)s1 (stereo unspecified)	0.0	1.5	0.7	95.0	-1.4	nt	1.4	8.9	-0.1	-2.2
COc1cc(C(=O)N2c3ccccc3CC2C)cc(OC)c1OC (stereo unspecified)	4.8	-5.8	3.5	90.0	-0.5	1.6	0.6	7.6	-0.2	0.6
CN(C(=O)CN1C(=O)S/C(=C\c2ccccc2)C1=O)C1CCS(=O)(=O)C1 (stereo unspecified)	-2.5	2.2	0.9	96.0	-8.0	8.1	0.6	1.0	0.0	-0.9
O=C1Nc2ccccc2C12OCC1(CO2)COC2(OC1)C(=O)Nc1ccccc12 (stereo unspecified)	15.0	-5.7	-2.4	94.0	-3.1	-5.5	-1.8	2.5	0.0	-1.1
COc1cnc(-c2ccccn2)nc1Oc1cccc(C(F)(F)F)c1	-2.9	-5.8	1.9	99.0	-10.5	-2.3	-4.1	2.4	2.1	2.2
O=C(CN(C(=O)c1csnn1)c1ccc(Br)cc1)NC1CCCCC1	9.5	2.1	-1.3	98.0	-9.2	-2.2	1.8	-10.3	0.0	-0.3
CCCCNC(=O)CN1C(=O)NC(Cc2ccccc2)(Cc2ccccc2)C1=O	8.9	-23.1	4.5	102.0	-3.5	13.0	9.8	9.4	0.0	0.5
COc1ccc(NC(=O)c2ccc(=O)[nH]c2)cc1S(=O)(=O)N1CCOCC1	-0.5	-4.8	0.4	96.0	-0.8	7.8	6.9	-4.8	0.1	-1.4
O=C(c1ccc(Cl)cc1Cl)N1CCSCC1	-3.1	7.0	-0.5	98.0	-4.7	26.6	1.2	0.0	0.1	0.2
CC1C(c2ccccc2)OCCN1C=NC#N (stereo unspecified)	8.5	1.8	0.5	97.0	-1.3	-20.3	6.0	-0.3	-0.3	-0.3
COC(=O)c1c([N+](=O)[O-])c(OC)c(OC)c(OC)c1[N+](=O)[O-]	-4.2	9.2	-0.8	90.0	-3.3	3.2	2.6	-4.8	-0.4	-1.2
Cc1cc(C)n(/N=C/c2cccc(O)c2)c(=O)c1C(N)=O	-2.0	2.9	3.5	88.0	1.5	-0.6	-22.0	-6.8	-0.3	-0.8
[O-]/[N+](=C/c1ccc(F)cc1)c1ccccc1	17.6	0.4	-0.5	97.0	-0.6	14.0	-3.5	9.3	-0.2	-1.6
CC(C)NC(=O)c1cc(-c2ccc(F)cc2OC(C)C)n[nH]1	-10.3	nt	-0.5	99.0	-4.6	-2.1	4.5	-5.7	-0.2	-1.3
O=C(NCc1cccnc1)c1cccc(NS(=O)(=O)c2ccc(Br)cc2)c1	-9.8	-5.6	19.7	99.0	-2.6	4.0	-2.0	-6.2	0.0	-0.8
Cn1c(CCCOc2ccc(Cl)cc2Cl)nnc1SCC(=O)Nc1nccs1	-1.2	1.9	-0.5	105.0	1.9	1.3	2.8	-1.9	1.6	6.6

High-throughput results (PubChem BioAssay)

Some of the compounds tested; rates above refer to the full screens.
